FID counter: fluorescent intercalator displacement, NS3 helicase counter-screen. DNA fluorescent intercalator displacement, fluorescence. inhibition, % at 7.9 µM. hit rate 0.17% among 290,000. AID 1845; in the data active = inhibition above about 37%;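 note: 0% = vehicle and 100% = reference compound; higher means more ethidium bromide displaced from hairpin DNA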
IMP-1 inh: inhibitors of Pseudomonas aeruginosa IMP-1 metallo-beta-lactamase; purified IMP-1, nitrocefin hydrolysis, epi-absorbance fluorescence; hit rate 0.45% among 290,000; inhibition, % at 5.6 µM;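 active = inhibition above the mean plus 3 SD of all compounds in the same screening run, cut at about 4.5% in these data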;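 note: 0% = IMP-1 with DMSO and 100% = DMSO wells lacking enzyme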
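system = purified recombinant IMP-1 beta-lactamase | amount = 0.2 nM IMP-1, as dispensed | medium = HEPES buffer pH 7.1 with ZnSO4 and Brij 35 | times = 25 °C, 15 min preincubation, 25 min reaction | detection = plate fluorescence quenching by hydrolysis product, ex 480/em 530 nm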
IDE act: IDE (human) activation, cell-based | P14735 | hit rate 0.073% among 340,000 | activation, % at 5.96 µM | HEK cells, FAbeta-B cleavage, fluorescence polarization; 0% vehicle, 100% cell-free pure enzyme wells;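 active = activation above the mean of all tested compounds plus 3 SD, set per screening campaign, cut at about 17% in these data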
Target sequence (P14735 whole entry, looked up): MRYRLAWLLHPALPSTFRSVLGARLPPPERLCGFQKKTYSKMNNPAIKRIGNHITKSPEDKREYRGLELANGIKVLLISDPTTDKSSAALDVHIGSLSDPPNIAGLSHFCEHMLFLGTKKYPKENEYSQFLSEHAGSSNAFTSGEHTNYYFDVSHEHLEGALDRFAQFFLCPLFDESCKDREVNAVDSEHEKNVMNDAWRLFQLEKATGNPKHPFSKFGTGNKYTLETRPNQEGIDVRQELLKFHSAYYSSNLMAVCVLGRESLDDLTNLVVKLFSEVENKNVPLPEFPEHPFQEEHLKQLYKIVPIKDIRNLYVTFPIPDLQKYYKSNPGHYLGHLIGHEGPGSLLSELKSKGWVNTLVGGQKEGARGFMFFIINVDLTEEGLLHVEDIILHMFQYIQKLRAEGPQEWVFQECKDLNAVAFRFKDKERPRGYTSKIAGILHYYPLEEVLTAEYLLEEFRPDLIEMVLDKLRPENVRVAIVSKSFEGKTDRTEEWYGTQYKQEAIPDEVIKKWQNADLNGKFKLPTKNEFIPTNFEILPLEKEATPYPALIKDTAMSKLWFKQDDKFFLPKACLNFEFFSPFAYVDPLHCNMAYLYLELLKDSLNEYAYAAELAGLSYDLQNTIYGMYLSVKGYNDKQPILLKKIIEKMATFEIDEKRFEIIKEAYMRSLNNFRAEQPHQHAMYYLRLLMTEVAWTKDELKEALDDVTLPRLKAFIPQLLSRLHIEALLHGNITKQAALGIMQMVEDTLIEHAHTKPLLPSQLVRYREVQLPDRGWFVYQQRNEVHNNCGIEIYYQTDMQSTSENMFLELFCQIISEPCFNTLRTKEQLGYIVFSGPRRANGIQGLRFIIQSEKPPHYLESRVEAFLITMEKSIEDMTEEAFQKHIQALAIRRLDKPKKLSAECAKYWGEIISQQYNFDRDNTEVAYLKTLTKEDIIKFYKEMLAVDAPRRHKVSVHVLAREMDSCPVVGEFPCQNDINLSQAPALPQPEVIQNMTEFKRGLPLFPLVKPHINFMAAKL
p-CIP stab down: compounds decreasing mouse p/CIP protein stability; AID 1984; Q05BA5; decrease of EGFP signal, % at 10 µM; hit rate 0.01% among 290,000; F442A p/CIP-EGFP cells, EGFP fluorescence, 16 h;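 active = EGFP signal decrease of at least 30% at 10 µM or well 3 SD below plate mean, unless failing retest; inactive = the rest, including hits failing retest or dose response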; note: some compounds called inactive have numbers as strong as hits; many of its hits are not listed in these tables
NS3 helicase inh: blocks Hepatitis C virus NS3 helicase unwinding. inhibition, % at 10.9 µM. AID 1800. NS3 helicase DNA unwinding, Cy5 molecular beacon fluorescence. hit rate 0.56% among 290,000;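 active = inhibition above the mean of all tested compounds plus 3 SD, set per campaign, cut at about 35% in these data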;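 note: 0% = DMSO wells and 100% = thioflavine S control wells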
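Material: hepatitis C virus NS3 helicase domain fragment enzyme; measured by: Cy5 fluorescence, 0 and 60 min reads; control set: DMSO and thioflavine S; incubation: 60 min unwinding reaction at 25 °C after ATP addition; read-out basis: % inhibition from 60/0 min fluorescence ratio, DMSO 0%, thioflavine S 100%; repeats: singlicate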
PfM18AAP inh: PfM18AAP enzyme inhibition | recombinant PfM18AAP, H-Glu-NHMec fluorogenic cleavage | inhibition, % at 7.35 µM | hit rate 1.2% among 290,000;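 active = inhibition above the campaign mean inhibition over all tested compounds plus 3 SD, cut at about 28% in these data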;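 note: 0% = plate median of test compound wells and 100% = 2 mM ZnCl2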
SUMO HTRF inh: blocks human SUMOylation mediated by UBC9. HTRF SUMOylation assay, SAE1/SAE2 + UBC9, in vitro. hit rate 0.36% among 290,000. AID 2006. inhibition, % at 35 µM; in the data active = inhibition above about 50%, passing the limit was not always enough; note: strong numbers were not always called active
IDE inh: inhibitors of human insulin-degrading enzyme in cells; P14735; HEK cells, FAbetaB cleavage, fluorescence polarization; inhibition, % at 5.59 µM; hit rate 0.41% among 320,000;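 active = percent inhibition above the average of all tested compounds plus 3 SD, set per screening campaign, cut at about 16% in these data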;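 note: IDE supplied by intact live HEK cells; FP after avidin binding of uncleaved biotin substrate so inhibition keeps polarization high; 0% = DMSO wells and 100% = 60 µM reference IDE inhibitor Ii1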
VIM-2 inh: inhibitors of Pseudomonas aeruginosa VIM-2 metallo-beta-lactamase; purified VIM-2, nitrocefin hydrolysis, epi-absorbance fluorescence; inhibition, % at 5.6 µM; hit rate 0.89% among 290,000;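 active = inhibition above the mean of all tested compounds plus 3 SD, cutoff set per screening run, cut at about 7.5% in these data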;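 note: red hydrolysis product quenches plate fluorescence so inhibitors raise well fluorescence; 0% = enzyme with DMSO and 100% = DMSO without enzyme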
Starred values were filed as active, the others as inactive; nt = no result given.

#1 O=C(c1ccccc1N(Cc1ccccc1)S(=O)(=O)c1ccccc1)N1CCOCC1
#2 CCOC(=O)C1CCN(c2c(NCc3ccc(C(=O)NCCOC)cc3)c(=O)c2=O)CC1
#3 CCOC(=O)c1ccc(NC(=O)CC2SC(=NC)N(C)C2=O)cc1 (stereo unspecified)
#4 O=C(CSc1nnc(-c2ccc(Cl)cc2)n1Cc1ccco1)NCc1ccc2c(c1)OCO2
#5 O=C(CN1CCOCC1)N1CCN(c2ccc3ccccc3n2)CC1
#6 CC(=O)Nc1cc(OC(C)=O)c2nonc2c1OC(C)=O
#7 N#C/C(=C\Nc1ccc2c(c1)OCCO2)C(=O)NCc1ccco1
#8 COc1cccc(NC(=O)CN(C)C(=O)COc2ccc3ccccc3c2)c1

Compound	1	2	3	4	5	6	7	8
FID counter	-35.3	-9.0	-10.9	-31.8	-8.0	4.4	-12.8	-22.4
IMP-1 inh	-1.0	-2.7	-1.9	-3.5	-0.6	-0.6	-2.2	0.7
IDE act	2.1	1.8	6.0	6.2	nt	-1.7	-4.9	4.8
p-CIP stab down	-7.2	-4.3	-3.6	-6.9	-1.8	-5.5	-2.7	-6.6
NS3 helicase inh	-1.2	0.0	6.1	-3.3	-9.2	6.7	-4.1	-3.9
PfM18AAP inh	-3.5	-1.3	2.8	-16.4	1.2	17.4	-1.4	1.5
SUMO HTRF inh	5.5	3.1	-10.6	-1.1	11.8	101.0*	17.7	6.6
IDE inh	1.0	2.4	6.1	7.5	nt	-0.2	3.9	-3.3
VIM-2 inh	0.5	-3.7	-2.7	-2.3	-0.1	1.3	-2.9	-2.5

3 of the entries above in order of the VIM-2 inh value, low to high:
# | molecule | VIM-2 inh
2 | CCOC(=O)C1CCN(c2c(NCc3ccc(C(=O)NCCOC)cc3)c(=O)c2=O)CC1 | -3.7
3 | CCOC(=O)c1ccc(NC(=O)CC2SC(=NC)N(C)C2=O)cc1 (stereo unspecified) | -2.7
1 | O=C(c1ccccc1N(Cc1ccccc1)S(=O)(=O)c1ccccc1)N1CCOCC1 | 0.5

Later entries
#9 CCN1CCN(c2nc3ccccn3c(=O)c2/C=C(\C#N)S(=O)(=O)c2ccccc2)CC1
#10 O=C(OCC(=O)N1CCOCC1)c1ccc(O)cc1
#11 CC(=O)Nc1cccc(NC(=O)c2sc3ncn(CC(=O)N4CCCCC4)c(=O)c3c2C)c1
#12 CCOc1nc(-c2ccc(C)cc2)ccc1-c1noc(-c2cccnc2)n1
#13 CN1CCN(C(=S)c2cn(CCOc3ccccc3)c3ccccc23)CC1
#14 NNC(=O)c1ccc(Cl)cc1Cl
#15 COc1ccc(/C=C2\N=C3CCCN3C2=O)cc1
#16 Cc1nc(SCC(N)=O)[nH]c(=O)c1Cc1ccc(OC(C)C)cc1

Compound	9	10	11	12	13	14	15	16
FID counter	-1.1	-6.7	-25.1	3.2	11.5	-6.2	-5.5	-0.7
IMP-1 inh	-2.5	-2.1	-2.7	-2.8	-2.1	-4.1	-3.4	-3.9
IDE act	0.2	2.4	1.1	nt	1.0	4.0	7.0	4.1
p-CIP stab down	-10.3	0.9	-4.2	-26.8	-1.9	-2.1	-1.8	-2.5
NS3 helicase inh	-11.2	3.8	-9.8	1.7	-28.9	8.2	8.6	6.7
PfM18AAP inh	-0.8	-2.9	-10.5	4.4	-8.2	-6.2	0.3	-5.1
SUMO HTRF inh	5.7	5.1	10.8	23.7	-1.9	0.4	12.6	8.0
IDE inh	6.6	3.1	nt	nt	2.2	4.4	0.1	2.4
VIM-2 inh	0.6	-2.7	0.6	-3.2	-2.3	-1.9	-2.0	-1.8

#17 Cc1ccc(C(=O)NC(=S)Nc2ccc(N3CCOCC3)cc2)cc1
#18 Cc1cc(C)c(S(C)(=O)=O)c(NN)n1
#19 NC(=S)c1c(Cl)cc(C(F)(F)F)cc1Cl
#20 O=C(Cn1cnc2ccccc21)N/N=C/c1ccc([N+](=O)[O-])cc1
#21 Cn1nc(C(F)(F)F)c(-c2ccc(F)cc2)c1NC(=O)CSCC(=O)O
#22 COc1ccc(-n2nc(C(=O)NCC(=O)NC3CCCCCC3)c3ccccc3c2=O)c(OC)c1
#23 Cc1cc(C)n2c(SCC(=O)Nc3ccc(F)cc3)nnc2n1
#24 Cc1ccccc1CC1SC(N)=NC1=O (stereo unspecified)

Compound	17	18	19	20	21	22	23	24
FID counter	-9.2	0.1	-0.6	-2.3	-0.6	-37.8	-3.1	-1.2
IMP-1 inh	-1.4	-1.5	2.0	-1.9	-0.9	0.1	-2.9	-4.3
IDE act	-2.5	6.9	-0.7	-0.3	2.7	2.9	-2.2	1.6
p-CIP stab down	-19.8	-1.9	-6.6	-2.3	-1.1	5.3	-9.2	-9.1
NS3 helicase inh	-3.9	-9.2	4.2	4.1	11.0	8.5	11.5	22.1
PfM18AAP inh	-1.7	3.8	2.6	-1.2	-6.8	-7.5	3.2	-6.7
SUMO HTRF inh	-0.9	22.4	-6.6	9.5	8.5	18.1	22.5	4.4
IDE inh	0.3	5.4	-2.1	1.0	-8.5	1.1	5.0	9.1
VIM-2 inh	-1.8	-0.8	-2.8	1.4	-0.3	-1.9	-2.1	-1.9

#25 CCN(CC)S(=O)(=O)c1cc(C(=O)Nc2cc(Cl)ccc2N2CCN(C)CC2)ccc1Cl
#26 CSC(=S)N/N=C/c1ccc(Br)cc1
#27 CC(=O)c1ccc(N2CCN(C(=O)CCCn3c(=O)[nH]c4ccsc4c3=O)CC2)cc1
#28 CCc1ccc(Nc2cnn(C34CC5CC(CC(CC(=O)O)(C5)C3)C4)c(=O)c2Cl)cc1
#29 O=C(NC1CCCCC1)C(c1ccc(F)cc1)N(CCCN1CCOCC1)C(=O)c1ccc(CN2CCOCC2)o1 (stereo unspecified)
#30 N#CC1=C(N)N(c2ccccc2Sc2ccccc2)C(=O)C1
#31 Cc1cc(C(=O)CSc2nnc(-c3ccccc3)n2Cc2ccc3c(c2)OCO3)c(C)n1C
#32 COc1ccc(N(CC(=O)N/N=C/c2ccc(OC)cc2OC)S(=O)(=O)c2ccccc2)cc1

Compound	25	26	27	28	29	30	31	32
FID counter	3.3	-3.0	-27.1	-59.7	-7.1	-26.4	-9.5	-28.1
IMP-1 inh	2.9	-3.4	-1.1	-1.5	-1.6	-2.6	-4.3	-3.4
IDE act	2.9	0.2	-2.1	-4.7	2.3	1.9	3.4	-2.0
p-CIP stab down	2.2	-3.2	-3.9	1.0	-1.3	-2.0	7.2	-1.4
NS3 helicase inh	-18.4	14.4	9.0	6.3	0.6	26.4	9.8	3.8
PfM18AAP inh	6.1	5.3	-3.8	0.9	-1.3	-2.4	25.7	-0.8
SUMO HTRF inh	-10.7	10.3	-1.0	-4.4	16.9	10.4	11.1	8.5
IDE inh	0.7	1.1	2.6	5.2	-2.9	-3.1	1.6	6.7
VIM-2 inh	-1.0	-5.3	1.2	-1.9	-0.8	-4.1	-0.8	-3.1

#33 O=C(CCC(=O)Nc1ccc(Cl)cc1Cl)NNC(=O)[C@@H]1CCCC[C@@H]1C(=O)O
#34 Cc1ccccc1NC(=O)COC(=O)CNC(=O)c1sc2ccccc2c1Cl
#35 O=C(CN(CC1CCCO1)C(=O)CNS(=O)(=O)c1ccc(F)cc1)NC1CCCCC1 (stereo unspecified)
#36 O=Cc1cccc(Oc2ncccn2)c1
#37 Cc1cc(C)c(OCC(O)CN2CCN(c3ccccn3)CC2)c(C)c1 (stereo unspecified)
#38 COc1ccc(-n2nc(C(=O)NCC(=O)N3CCN(c4ccccn4)CC3)c3ccccc3c2=O)cc1
#39 CCOC(=O)N1CCC(N2CCCC(C(=O)c3cc(F)ccc3OC)C2)CC1 (stereo unspecified)
#40 Cc1cccc(C2(c3cccc(C)c3)CC2C(=O)Nc2ccc([N+](=O)[O-])cc2O)c1 (stereo unspecified)

Compound	33	34	35	36	37	38	39	40
FID counter	-9.8	-15.2	-27.7	-1.9	-3.3	-23.8	8.0	5.8
IMP-1 inh	-1.8	-0.9	-2.1	-3.0	-3.2	-1.3	-2.4	-4.6
IDE act	2.8	-2.7	3.0	-4.3	-0.6	-1.4	4.6	3.4
p-CIP stab down	-2.1	-6.5	-12.7	13.4	-13.4	-7.3	-7.2	15.5
NS3 helicase inh	-12.9	4.7	10.4	-3.7	-16.4	-3.8	-7.3	19.9
PfM18AAP inh	-18.5	-2.1	-1.1	2.0	0.5	-0.3	0.3	5.8
SUMO HTRF inh	-5.8	11.9	16.4	-6.8	1.4	5.3	22.3	18.3
IDE inh	3.6	-0.3	-0.9	13.2	2.5	-8.1	5.7	-2.5
VIM-2 inh	-4.5	1.3	-1.8	-2.9	-3.2	2.1	-1.5	-4.6

#41 CC1CCN(CCC(=O)N2CCCc3c2c(=O)oc2ccc(O)cc32)CC1
#42 Cc1noc(C(=O)Nc2cccnc2)c1Cl
#43 COc1ccc(S(=O)(=O)Nc2ccccc2C(=O)N2CCOCC2)cc1Br
#44 Cn1c(=O)c2sccc2n(Cc2ccc(Br)cc2)c1=O
#45 NC(Cc1c[nH]c2ccccc12)C(=O)NCc1ccccc1 (stereo unspecified)
#46 Cc1c(C(=O)N2CCCCC2)c(S(=O)(=O)N2CCC(C)CC2)c(C)n1C
#47 COC(=O)C1=C(C)N(c2cc(Cl)cc(Cl)c2)C(=O)C1
#48 O=C(NCCCn1ccnc1)c1csc2ccccc12

Compound	41	42	43	44	45	46	47	48
FID counter	0.1	-1.7	-23.5	-13.5	4.0	-23.1	-13.2	1.6
IMP-1 inh	-0.4	-3.5	-2.5	0.0	-0.3	-2.6	-0.1	-0.4
IDE act	5.4	-1.9	-2.2	5.3	5.6	3.6	2.4	-2.3
p-CIP stab down	-4.7	-2.1	-8.7	-14.4	-5.0	5.1	-6.5	-1.7
NS3 helicase inh	7.0	3.6	-5.1	-5.4	-0.2	2.5	0.8	-1.9
PfM18AAP inh	23.5	-2.6	0.6	-0.5	-1.1	-1.3	1.4	-3.8
SUMO HTRF inh	-14.2	19.0	-4.1	-8.0	-4.8	3.8	17.3	2.4
IDE inh	-3.1	0.0	nt	-0.5	-1.6	-0.5	-3.4	5.8
VIM-2 inh	-1.6	-2.2	-3.1	2.5	-0.2	-2.7	-1.1	-2.1

#49 O=C(O)CC1(CC(=O)NCc2cc(F)cc3c2OCOC3)CCCCC1
#50 CC(C)CNC(=O)c1cc(=O)[nH]c2ccc(S(=O)(=O)Nc3ccc(F)cc3)cc12
#51 c1ccc(-c2ccc(-n3ccnc3)cc2)cc1
#52 O=C1NC(c2ccc3c(c2)OCO3)Oc2ccccc21 (stereo unspecified)

Compound	49	50	51	52
FID counter	-4.9	-9.8	-3.8	0.7
IMP-1 inh	-5.1	-3.1	-4.2	-4.3
IDE act	-0.7	-1.7	-6.3	10.6
p-CIP stab down	-14.2	-4.4	-5.1	10.1
NS3 helicase inh	9.8	-4.2	-6.1	-1.8
PfM18AAP inh	-5.4	6.3	-7.2	1.6
SUMO HTRF inh	9.5	8.9	17.3	-9.3
IDE inh	-2.8	-1.3	4.2	-1.0
VIM-2 inh	-4.2	-1.0	3.6	-3.1

An unsorted share of the library; overall some 3.6% were active at least once.
